Bioassay records as filed in PubChem.
Dengue-2 NS5 capping: flavivirus cap methylation enzyme inhibition – biochemical, confirmation dose response, primary screen (AID 588689) | Dengue-2 NS5 methyltransferase capping enzyme assay, biochemical; higher % means a stronger effect | one-dose inhibition, % at 25 µM; IC50 in µM for titrated hits | actives 0.3% (n = 340,000); in the data active = a potency from the dose series; inconclusive = inhibition above about 29% without an active follow-up result
NTR1 agonist: agonists of NTR1, primary screen, imaging, U2OS cells, beta-arrestin-GFP, high content (AID 493036); NTR1-U2OS beta-arrestin-GFP spot imaging, agonist mode; actives 0.17% (n = 330,000); P30989; activation, % at 20 µM;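 active = activation at or above 40% of the spot to cytoplasm intensity ratio, with at least 20 cells analyzed; inconclusive = wells under 20 cells, flagged as cytotoxic or low count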;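 note: 0% = DMSO without peptide and 100% = 100 nM NTR1 peptide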
Target sequence (P30989 whole entry, looked up): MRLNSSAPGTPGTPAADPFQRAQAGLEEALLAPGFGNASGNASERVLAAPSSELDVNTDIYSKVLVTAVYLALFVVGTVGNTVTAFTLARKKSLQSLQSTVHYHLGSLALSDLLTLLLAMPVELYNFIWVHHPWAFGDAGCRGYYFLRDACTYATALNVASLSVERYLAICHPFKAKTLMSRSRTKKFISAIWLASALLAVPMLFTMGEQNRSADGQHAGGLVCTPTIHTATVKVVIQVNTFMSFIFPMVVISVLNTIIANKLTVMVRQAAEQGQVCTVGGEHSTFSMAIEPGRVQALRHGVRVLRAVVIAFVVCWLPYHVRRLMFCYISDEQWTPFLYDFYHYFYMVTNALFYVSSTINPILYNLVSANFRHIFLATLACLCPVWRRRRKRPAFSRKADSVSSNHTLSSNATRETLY
GPR55 activation: GPR55 agonists via beta-arrestin recruitment, primary screen, imaging, U2OS cells, beta-arrestin-GFP redistribution (AID 1961); U2OS GPR55 beta-arrestin-GFP redistribution imaging; higher % means a stronger effect; one-dose activation, % at 10 µM; EC50 in µM for titrated hits; actives 0.048% (n = 290,000);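 active = activation above 40% with more than 50 cells counted in the well; inconclusive = wells holding fewer than 50 cells, flagged as toxic or sparse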;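 note: U2OS osteosarcoma cells stably expressing GPR55 and beta-arrestin-GFP; plate controls were DMSO negative control for no effect and LPI positive control for full effect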
GPR35 antagonists: GPR35 antagonists blocking zaprinast-driven arrestin recruitment, primary screen, imaging, U2OS, beta-arrestin-GFP, zaprinast agonist (AID 2058); U2OS GPR35 beta-arrestin-GFP translocation imaging, zaprinast antagonism; higher % means a stronger effect; inhibition, % at 10 µM; hits with a dose series show IC50 in µM; actives 0.052% (n = 290,000);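 active = inhibition of at least 50% with at least 30 cells and total cytoplasm GFP at most 10,000,000; inconclusive = under 30 cells or total GFP of 10,000,000 plus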
Yfh1-off respiration: mitochondrial function rescue without frataxin homolog – Friedreich's ataxia, plus single-dose screen, dose response (AID 1465); S. cerevisiae Yfh1-off respiration, WST-1 reduction, 72 h; higher fold induction means a stronger effect; fold induction at 50 µM, or EC50 in µM where a hit was titrated; actives 0.074% (n = 220,000);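 active = fold induction of absorbance versus untreated yeast above a set limit, then at least 30% activation at any dose in follow-up; inconclusive = repeats straddling the limit, or above it without dose testing; inactive = fold induction below the set limit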;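 note: activators that raise dye reduction in frataxin-depleted yeast; strong numbers were not always called active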
MgcRacGAP inhibition: MgcRacGAP GTPase-activating activity inhibitors, confirmation, biochemical, ADP Hunter fluorescence; actives 0.6% (n = 340,000); AID 624330; MgcRacGAP-stimulated Rac1 GTP hydrolysis, ADP Hunter fluorescence; higher % means a stronger effect; GST-tagged Rac1 F28L mutant substrate; inhibition, % at 30 µM; hits with a dose series show IC50 in µM;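 active = first-screen hits whose inhibition reached a set limit at any dose in the follow-up dose series; inconclusive = inhibition above the set first-screen limit but never retested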;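 note: fluorescence reports GDP produced by GAP-driven GTP hydrolysis; strong numbers were not always called active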
Large T inhibition: SV40 large T antigen inhibitors, biochemical (AID 1903); SV40 large T antigen ATPase/helicase inhibition assay; higher % means a stronger effect; one-dose inhibition, % at 20 µM; IC50 in µM for titrated hits; actives 0.39% (n = 310,000); in the data active = a potency from the dose series; inconclusive = inhibition mostly from about 32% at the one dose, without a potency; inactive = the rest, 99 in 100 with inhibition below about 32%; note: strong numbers were not always called active
GPR55 LPI antagonism: inhibition of LPI-stimulated GPR55 beta-arrestin translocation – imaging, U2OS, beta-arrestin-GFP, LPI agonist, primary screen (AID 2013). U2OS GPR55 beta-arrestin-GFP translocation imaging, LPI antagonism; higher % means a stronger effect. inhibition, % at 10 µM, or IC50 in µM where a hit was titrated. actives 0.13% (n = 290,000);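 active = spots per cell inhibited over 60%, with over 100 cells counted and total cytoplasm intensity under 500,000; inconclusive = wells with under 100 cells, flagged as likely toxic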;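 note: U2OS cells stably carrying GPR55 and arrestin-GFP stimulated by 5 µM LPI near EC80; imaged beta-arrestin-GFP aggregate spots per cell after agonist stimulation; plate controls were LPI-stimulated DMSO wells for no effect and DMSO wells without LPI for full effect; some results filed as inactive read as strong as hits; confirmed hits need IC50 under 10 µM and bright autofluorescent wells are also inconclusive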
AID2073: inhibitors of Mint1-CaV2.2 protein interaction, biochemical, HTRF (AID 2073). HTRF protein-protein interaction, Mint1-CaV2.2; higher % means a stronger effect. inhibition, % at 20 µM; hits with a dose series show IC50 in µM. actives 0.19% (n = 290,000); in the data active = inhibition mostly above about 51%, no sharp cut-off; inconclusive = no clear call, values can overlap the other calls; inactive = mostly below about 53%; note: some results filed as inactive read as strong as hits
NTR1 agonist cell count 20 µM: further read-out of NTR1 agonist, marked with its call; cell count; measured here: cell count, cytotoxicity flag
Active calls of the source: *.

Screening COc1ccc(CCN(C)CC(=O)Nc2c(C)cc(C)cc2C)cc1OC returned Dengue-2 NS5 capping -4.7%, NTR1 agonist -0.7, GPR55 activation -0.2%, GPR35 antagonists -5.1%, MgcRacGAP inhibition -6.8%, Large T inhibition 4.1%, GPR55 LPI antagonism 4.1%, AID2073 1.8% and NTR1 agonist cell count 20 µM 63.
For CS(=O)(=O)N1CC2CCCN2c2cc(C(F)(F)F)ccc21 (stereo unspecified) the results were Dengue-2 NS5 capping -13.1%, NTR1 agonist 1.4, GPR55 activation 0.3%, GPR35 antagonists 12.3%, Yfh1-off respiration inactive, MgcRacGAP inhibition 5.9%, Large T inhibition -1.1%, GPR55 LPI antagonism -4.5%, AID2073 -8.1% and NTR1 agonist cell count 20 µM 30.
For O=S(=O)(c1ccccc1)N1CCN(c2ncccn2)CC1 the results were Dengue-2 NS5 capping -3.4%, NTR1 agonist 1.2, GPR55 activation -0.1%, GPR35 antagonists 6.9%, Yfh1-off respiration inactive, MgcRacGAP inhibition -7.2%, Large T inhibition 5.7%, GPR55 LPI antagonism -1.1%, AID2073 inconclusive and NTR1 agonist cell count 20 µM 51.
Screening O=C(NC1CCCCC1)N1CCCC(c2nc(-c3ccc(S(=O)(=O)N4CCCC4)cc3)no2)C1 (stereo unspecified) returned Dengue-2 NS5 capping -3.2%, NTR1 agonist 3.8, GPR55 activation 0.2%, GPR35 antagonists 20.4%, Yfh1-off respiration inactive, MgcRacGAP inhibition 6.1%, Large T inhibition 5.3%, GPR55 LPI antagonism 0.2%, AID2073 -3.0% and NTR1 agonist cell count 20 µM 55.
`Cc1cccc(C)c1-n1c(C)nn(-c2ncc(C(F)(F)F)cc2Cl)c1=O` gave Dengue-2 NS5 capping -4.5%, NTR1 agonist 0.4, GPR55 activation -0.2%, GPR35 antagonists 3.9%, Yfh1-off respiration inactive, MgcRacGAP inhibition -8.4%, Large T inhibition 1.8%, GPR55 LPI antagonism -3.1%, AID2073 4.1% and NTR1 agonist cell count 20 µM 63.
COCCNC(=S)N(c1ccccc1)C(C)C was read as Dengue-2 NS5 capping -5.3%, NTR1 agonist 0.6, GPR55 activation 0.3%, GPR35 antagonists 6.7%, Yfh1-off respiration inactive, MgcRacGAP inhibition -0.1%, Large T inhibition 3.9%, GPR55 LPI antagonism -2.7%, AID2073 15.4% and NTR1 agonist cell count 20 µM 68.
Screening COc1ccc(CC(=O)Nc2cccc(-c3nnc(-c4ccccc4)o3)c2)cc1OC returned Dengue-2 NS5 capping -4.2%, GPR55 activation -0.1%, GPR35 antagonists 4.4%, Yfh1-off respiration inactive, MgcRacGAP inhibition -4.7%, Large T inhibition 0.6%, GPR55 LPI antagonism -14.7% and AID2073 1.1%.
`CCC/C(=C1/C(=O)CC(C)(C)C(C(=O)OC)C1=O)N1CCCC1` (stereo unspecified) gave Dengue-2 NS5 capping -8.1%, NTR1 agonist 4.8, GPR55 activation -0.2%, GPR35 antagonists -0.5%, Yfh1-off respiration inactive, MgcRacGAP inhibition -4.8%, Large T inhibition 5.2%, GPR55 LPI antagonism 4.6%, AID2073 16.1% and NTR1 agonist cell count 20 µM 57.
Screening CC1CCN(c2ccc3nnc(CCC(=O)NCCCOC(C)C)n3n2)CC1 returned Dengue-2 NS5 capping -2.6%, NTR1 agonist -1.9, GPR55 activation 0.0%, GPR35 antagonists -12.6%, MgcRacGAP inhibition 5.9%, Large T inhibition 4.8%, GPR55 LPI antagonism 5.6%, AID2073 -2.7% and NTR1 agonist cell count 20 µM 76.
`CN(C)C(=O)COc1ccc2ccc(=O)oc2c1` gave Dengue-2 NS5 capping -0.8%, NTR1 agonist -3.0, GPR55 activation 0.2%, GPR35 antagonists -11.3%, Yfh1-off respiration inactive, MgcRacGAP inhibition 2.2%, Large T inhibition 0.0%, GPR55 LPI antagonism -4.0%, AID2073 1.0% and NTR1 agonist cell count 20 µM 44.
CCOC(=O)Cn1c(=NC(=O)CSC(C)=O)sc2ccccc21 was read as Dengue-2 NS5 capping -2.1%, NTR1 agonist -0.5, GPR55 activation 0.6%, GPR35 antagonists -13.6%, Yfh1-off respiration inactive, MgcRacGAP inhibition 9.1%, Large T inhibition 11.5%, GPR55 LPI antagonism -13.4%, AID2073 0.8% and NTR1 agonist cell count 20 µM 81.
COCCSc1nnc(NC(=O)C2CC(=O)N(c3ccc(Cl)cc3)C2)s1 (stereo unspecified) was read as Dengue-2 NS5 capping -6.8%, NTR1 agonist -1.6, GPR55 activation 0.9%, GPR35 antagonists -7.5%, Yfh1-off respiration inactive, MgcRacGAP inhibition 13.7%, Large T inhibition 2.5%, GPR55 LPI antagonism 12.7%, AID2073 12.6% and NTR1 agonist cell count 20 µM 51.
NNC(=O)CSc1nc(-c2ccccc2)cn1-c1ccccc1 was read as Dengue-2 NS5 capping 0.8%, NTR1 agonist -0.2, GPR55 activation -0.2%, GPR35 antagonists 6.0%, Yfh1-off respiration inactive, MgcRacGAP inhibition 3.6%, Large T inhibition 3.6%, GPR55 LPI antagonism -1.7%, AID2073 2.7% and NTR1 agonist cell count 20 µM 75.
OCCC1CN(Cc2ccc(F)cc2)CCN1CCc1ccccc1 (stereo unspecified) was read as Dengue-2 NS5 capping -3.1%, NTR1 agonist 0.8, GPR55 activation -0.4%, GPR35 antagonists 12.4%, MgcRacGAP inhibition -22.8%, Large T inhibition 3.8%, GPR55 LPI antagonism -0.9%, AID2073 8.8% and NTR1 agonist cell count 20 µM 64.
Screening O=C(CSCc1ccccc1)N=Nc1c(O)[nH]c2ccccc12 returned Dengue-2 NS5 capping 5.8%, NTR1 agonist -0.7, GPR55 activation 0.2%, GPR35 antagonists 11.5%, Yfh1-off respiration inactive, MgcRacGAP inhibition 3.6%, Large T inhibition 4.7%, GPR55 LPI antagonism 12.1%, AID2073 5.4% and NTR1 agonist cell count 20 µM 96.
Screening CN(C)C1=NC[C@H](Cc2ccccc2)N1CC1CCCC1 returned Dengue-2 NS5 capping 0.0%, NTR1 agonist -3.1, MgcRacGAP inhibition 8.1%, Large T inhibition 9.4% and NTR1 agonist cell count 20 µM 92.
For CN(c1ccc(C(=O)N2CCOCC2)cc1[N+](=O)[O-])C1CCCCC1 the results were Dengue-2 NS5 capping 3.2%, NTR1 agonist 0.5, GPR55 activation -0.1%, GPR35 antagonists -11.6%, Yfh1-off respiration inactive, MgcRacGAP inhibition 9.3%, Large T inhibition 3.9%, GPR55 LPI antagonism 1.0%, AID2073 2.0% and NTR1 agonist cell count 20 µM 90.
`Cc1c(C(=O)NCC2COc3ccccc3O2)oc2ccc(S(=O)(=O)N3CC(C)CC(C)C3)cc12` (stereo unspecified) gave Dengue-2 NS5 capping -2.0%, NTR1 agonist 0.5, GPR55 activation 0.2%, GPR35 antagonists 0.6%, Yfh1-off respiration inactive, MgcRacGAP inhibition 9.5%, Large T inhibition 7.8%, GPR55 LPI antagonism -3.5%, AID2073 -0.7% and NTR1 agonist cell count 20 µM 52.
For Fc1ccc(Nc2ccnc(C(F)(F)F)c2)cc1 the results were Dengue-2 NS5 capping -10.4%, NTR1 agonist 0.0, GPR55 activation 0.0%, GPR35 antagonists 3.5%, MgcRacGAP inhibition 8.0%, Large T inhibition 7.4%, GPR55 LPI antagonism -3.2%, AID2073 4.1% and NTR1 agonist cell count 20 µM 58.
Screening Nc1ccc2nn(-c3ccccc3)nc2c1 returned Dengue-2 NS5 capping 6.8%, NTR1 agonist -0.4, GPR55 activation -0.1%, GPR35 antagonists -23.6%, Yfh1-off respiration inactive, MgcRacGAP inhibition -4.8%, GPR55 LPI antagonism 15.8%, AID2073 inconclusive and NTR1 agonist cell count 20 µM 33.
`CN(C)CC#CCCCCCCC#CCN(C)C` gave NTR1 agonist 4.9, GPR55 activation -0.1%, GPR35 antagonists 13.7%, Yfh1-off respiration inactive, Large T inhibition 1.5%, GPR55 LPI antagonism 17.4%, AID2073 -4.5% and NTR1 agonist cell count 20 µM 60.
O=C(O)CCn1c(Cc2ccccc2)nc2ccccc21 was read as Dengue-2 NS5 capping 0.4%, NTR1 agonist -1.1, GPR55 activation 0.0%, GPR35 antagonists -16.8%, MgcRacGAP inhibition 5.3%, Large T inhibition 4.1%, GPR55 LPI antagonism 14.0%, AID2073 27.5% and NTR1 agonist cell count 20 µM 58.
Screening CCOCCc1nnc(NC(=O)c2cc(OC)c(OC)c(OC)c2)s1 returned Dengue-2 NS5 capping 0.0%, NTR1 agonist -0.1, GPR55 activation 0.0%, GPR35 antagonists -9.4%, Yfh1-off respiration inactive, MgcRacGAP inhibition 16.1%, Large T inhibition 0.3%, GPR55 LPI antagonism 20.9%, AID2073 4.8% and NTR1 agonist cell count 20 µM 31.
`Cc1cccc(NC(=S)NC(=O)CC2CC(C)(C)OC2=O)c1` (stereo unspecified) gave Dengue-2 NS5 capping -5.3%, NTR1 agonist -3.6, GPR55 activation 0.2%, GPR35 antagonists -11.7%, Yfh1-off respiration inactive, MgcRacGAP inhibition 6.4%, Large T inhibition 2.9%, GPR55 LPI antagonism 7.2%, AID2073 -1.9% and NTR1 agonist cell count 20 µM 74.
COc1ccc(C(=O)NNC(=S)NC(=O)c2cc(-c3ccccc3)nc3ccccc23)cc1 was read as Dengue-2 NS5 capping 17.5%, NTR1 agonist 1.7, GPR55 activation 0.0%, GPR35 antagonists 4.0%, MgcRacGAP inhibition -7.7%, Large T inhibition 14.0%, GPR55 LPI antagonism -2.4%, AID2073 18.9% and NTR1 agonist cell count 20 µM 79.
`CCC1=C2CC[C@H]3C(=O)N(c4ccccc4)C(=O)[C@H]3[C@H]2[C@@]2(C)C(=NCC(=O)OC)OC(=O)N2C1=O` gave Dengue-2 NS5 capping -5.6%, NTR1 agonist -2.9, GPR55 activation 0.7%, GPR35 antagonists -11.1%, Yfh1-off respiration inactive, MgcRacGAP inhibition 5.6%, Large T inhibition 4.0%, GPR55 LPI antagonism -3.6%, AID2073 -5.2% and NTR1 agonist cell count 20 µM 86.
Screening O=C(Cn1ccc(C(F)(F)F)n1)N=Nc1c(O)[nH]c2ccc(Br)cc12 returned Dengue-2 NS5 capping 2.9%, NTR1 agonist 10.1, GPR55 activation 0.7%, GPR35 antagonists -1.2%, Yfh1-off respiration inactive, MgcRacGAP inhibition 12.9%, Large T inhibition 4.7%, GPR55 LPI antagonism -2.2%, AID2073 -7.2% and NTR1 agonist cell count 20 µM 52.
For COC(=O)[C@@]1(Cc2ccc(F)cc2)[C@H]2c3cc(C(=O)N(C)C)n(CCc4ccccn4)c3C[C@H]2CN1C(=O)c1ccccc1 the results were NTR1 agonist 4.7, GPR55 activation -0.2%, GPR35 antagonists -1.8%, Yfh1-off respiration inactive, Large T inhibition 7.4%, GPR55 LPI antagonism 4.0%, AID2073 0.4% and NTR1 agonist cell count 20 µM 78.
